Screening results (PubChem BioAssay)
RAD52 anneal inh: RAD52 (human) annealing inhibition. recombinant RAD52 DNA annealing, FRET fluorescence. inhibition, % at 18.7 µM. 360,000 tested, 0.46% active;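 active = every replicate showing at least 50% inhibition; inconclusive = mean inhibition at least 50% but not in every replicate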
Target sequence (P43351 whole entry, looked up): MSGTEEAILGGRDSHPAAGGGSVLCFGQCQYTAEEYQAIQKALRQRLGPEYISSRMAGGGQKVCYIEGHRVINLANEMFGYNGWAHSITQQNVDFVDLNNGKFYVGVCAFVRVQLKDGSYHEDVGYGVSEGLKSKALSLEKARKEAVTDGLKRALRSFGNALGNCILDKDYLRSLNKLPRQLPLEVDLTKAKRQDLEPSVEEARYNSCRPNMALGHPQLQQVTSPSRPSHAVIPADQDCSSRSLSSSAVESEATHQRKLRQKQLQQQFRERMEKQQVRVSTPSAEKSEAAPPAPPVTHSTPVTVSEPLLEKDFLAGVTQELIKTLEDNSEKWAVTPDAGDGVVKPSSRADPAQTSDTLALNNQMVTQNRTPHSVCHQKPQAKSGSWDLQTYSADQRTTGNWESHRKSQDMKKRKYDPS
DENV2 CPE: inhibitors of DENV2 cytopathic effect. DENV2-infected cells, cytopathic effect rescue, plate reader. CPE inhibition, % at 9.99 µM. 350,000 tested, 1.7% active; in the data active = CPE inhibition above about 20%, passing the limit was not always enough; inconclusive = no clear call, values can overlap the other calls; tested in BHK-21 cells;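 note: 0% = median of neutral control wells and 100% = median of positive control wells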
CASP6 VEID inh: caspase-6 (human) enzyme inhibition; P55212; purified caspase-6, Z-VEID-R110 cleavage fluorescence; inhibition, % at 12.5 µM; 350,000 tested, 0.53% active; AID 686996;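 active = mean inhibition across replicates at least about 35%, with every replicate also reaching that limit, limit read from the data; inconclusive = only one of the two criteria met; inactive = neither criterion met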;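 note: 0% = median of neutral control wells and 100% = no fluorescence left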
RAD54 inh: blocks human RAD54 Holliday junction branch migration | FAM/BHQ fluorescence | inhibition, % at 10.4 µM | 360,000 tested, 0.14% active | AID 602329;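 active = mean normalized replicate activity at least 40 and at least half of replicates scoring 40 or more; inconclusive = only one of the two criteria met; inactive = mean below 40 and under half of replicates reaching 40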;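 note: 0% = median of neutral control wells and 100% = median of positive control wells; inhibitors cause a drop in the FAM fluorescence signal; in these data hits start at about 50%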
F508del corr: CFTR F508del correction in bronchial cells | AID 720511 | activity (quench increase), % at 7.58 µM | CFBE cells, YFP halide quenching; stimulated with forskolin plus potentiator P3; % fluorescence drop versus neutral controls | 350,000 tested, 0.36% active;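 active = mean added fluorescence quench of at least 8% versus neutral control, with both replicates also reaching 8%; inconclusive = only one of the mean or replicate conditions met; inactive = mean below 8% and not both replicates reaching 8%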;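 note: cells transiently co-express mutant CFTR-F508del with the halide-sensitive YFP; corrector assay measuring rescue of mutant channel to the surface after 24 h compound exposure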
E-selectin induc: induces E-selectin expression in human endothelial cells. P16581. HUVEC E-selectin immunofluorescence imaging; normalized: neutral wells 0, TNF-alpha wells 100. activation, % at 7.58 µM. 260,000 tested, 0.37% active;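 active = mean E-selectin-positive cell signal at least 10% of the positive control, reached in at least 60% of replicates, without over 20% cell loss; inconclusive = no rule given, readout overlaps actives, possibly toxicity-flagged; inactive = the rest, including those meeting only one limit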;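 note: in these data hits start at about 27%; measured in HUVEC primary endothelial cells; signal is the percent of cells scored E-selectin positive by PE staining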
Target sequence (P16581 whole entry, looked up): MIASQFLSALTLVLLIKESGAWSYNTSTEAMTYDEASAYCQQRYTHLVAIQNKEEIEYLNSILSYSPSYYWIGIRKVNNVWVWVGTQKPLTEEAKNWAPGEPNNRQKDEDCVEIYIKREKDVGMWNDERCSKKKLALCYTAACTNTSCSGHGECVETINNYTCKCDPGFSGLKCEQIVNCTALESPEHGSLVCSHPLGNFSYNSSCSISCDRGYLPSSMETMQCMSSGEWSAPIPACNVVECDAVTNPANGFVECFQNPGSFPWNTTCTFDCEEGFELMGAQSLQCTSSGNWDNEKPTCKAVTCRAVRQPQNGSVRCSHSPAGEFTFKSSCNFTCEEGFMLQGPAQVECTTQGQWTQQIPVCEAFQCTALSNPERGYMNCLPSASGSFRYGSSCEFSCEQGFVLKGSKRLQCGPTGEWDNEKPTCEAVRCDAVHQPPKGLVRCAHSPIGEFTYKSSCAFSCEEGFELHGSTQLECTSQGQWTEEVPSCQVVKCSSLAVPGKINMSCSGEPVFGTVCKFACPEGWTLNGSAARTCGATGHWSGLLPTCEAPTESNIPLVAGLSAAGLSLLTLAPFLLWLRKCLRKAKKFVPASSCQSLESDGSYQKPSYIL
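Read-out basis: % PE-positive cells; Test system: HUVEC primary endothelial cells; Technique: immunofluorescence imaging; Dosing: single-point compound dose.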
INS-1E GSIS act: GLuc luminescence reporter in INS-1E cells, primary screen for activators of glucose-dependent secretion of insulin. 370,000 tested, 0.61% active. AID 743287. activation, % at 16.6 µM. INS-1E GLuc reporter insulin secretion, 2-3 h;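 active = lowest replicate activation of at least 40%, so every replicate reaches that level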;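 note: 0% = median of neutral control wells and 100% = median of IBMX positive control wells; some compounds called inactive have numbers as strong as hits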
Xi reactivation: activators of X-chromosome reactivation in mouse fibroblasts; AID 743238; activation, % at 7.58 µM; XiGFP mouse fibroblasts, % GFP-positive cells imaging, 3 d; cells co-treated with 5-aza-dC sensitizer; scaled so ellipticine positive control = 100%; 360,000 tested, 0.055% active;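 active = mean normalized replicate activation at least 10% and every replicate at or above 10%; inconclusive = only one of the two criteria met; inactive = mean below 10% and not all replicates reach 10%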;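 note: 0% = median of on-plate neutral control wells and 100% = ellipticine 6 µM median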
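assay system = SV40-immortalized XiGFP fibroblast cells, line 68-5-11 | buffer or medium = DMEM plus 5-aza-dC sensitizer | doses = single-point pinned compound dosing | times = 3-day compound exposure, then 15 min fixation at room temperature | benchmarks = positive control ellipticine, 6 µM final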
Starred values were filed as active, the others as inactive; ? = inconclusive; / = not tested or not shown; & = joins results of further samples. Outcome played no part in choosing rows. Share with any hit: about 3.7%.

compound,RAD52 anneal inh,DENV2 CPE,CASP6 VEID inh,RAD54 inh,F508del corr,E-selectin induc,INS-1E GSIS act,Xi reactivation
N=c1c(C(=O)NC2CCCCC2)cc2c(=O)n3ccccc3nc2n1CC1CCCO1 (configuration not stated),-34,-3,4,8,-1.2,/,20,0.0
C[C@H]1CN([C@@H](C)CO)C(=O)c2cccc(NC(=O)C3CCOCC3)c2O[C@H]1CN(C)Cc1ccc(C(F)(F)F)cc1,2,3,2,-8,-2.8,-15,-9,0.1
CCN(CC)S(=O)(=O)c1cccc(-c2n[nH]c(=S)n2Cc2ccccc2)c1,7,-3,0,/,-0.9,/,19,0.1
O=C(CN1CCCC1c1ccc2c(c1)OCCO2)NC(=O)Nc1ccccc1 (configuration not stated),-87,1,-1,5,2.8,-1.7,19,0.0
COc1ccc2cc(C(=O)NCc3ccccc3CN3CCCC3)ccc2c1,-16,-7,4,4,-1.3,0.5,-12,0.2
Cc1cc(NC(=O)CSCC(=O)Nc2ccccc2N2CCCCC2)no1,-11,-9,-6,-2,0.4,1.9,10,0.1
C[C@H]1CN([C@@H](C)CO)C(=O)c2cccc(NC(=O)c3nc4ccccc4s3)c2O[C@H]1CN(C)S(=O)(=O)c1cccs1,-16,?,2,0,-3.3,0.1,19,-1.2
OCC[C@@H]1C[C@H](O)[C@@H](O)[C@]2(OCc3ccccc32)O1,-7,-12,/,-9,-0.6,0.1,2,0.1
COC(=O)c1ccc(N2CC3CNC(=O)C2(C(=O)OC)N3C)cc1 (configuration not stated),-16&-27,-3&-15,8,-5&-5,0.7&2.6,-0.1&1.5,21&-3,0.0&0.1
Cc1cccc2sc(NC(=O)c3ccc(Cl)s3)nc12,-12,?,-2,2,3.7,/,-8,0.0
CCNC1(C#N)CCN(Cc2ccccc2)CC1,-6,-3,-5,-18,-2.8,0.0,17,0.4
C[C@H]1CN([C@@H](C)CO)C(=O)Cc2cc(NC(=O)CCC(F)(F)F)ccc2O[C@H]1CN(C)C(=O)Nc1ccccc1,-10,16,-1,6,0.0,0.5,7,-0.9
O=C(COC(=O)c1ccc(O)cc1)Nc1cccc(S(=O)(=O)NC2=NCCCCC2)c1,-14,-3,-1,-17,-0.8,9.7,12,0.0
O=C(CSc1ccc([N+](=O)[O-])cn1)Nc1ccc(N2CCOCC2)cc1,-2,-2,5,/,-1.3,-0.3,12,/
CC(Sc1nncs1)C(=O)Nc1ccc2c(c1)OCCO2 (configuration not stated),-9,-2,-1,-10,-1.9,/,11,0.1
COC(=O)C(Cc1ccc(O)cc1)NC(=O)Cn1cc(C)c(=O)[nH]c1=O (configuration not stated),6,-13,-2,-3,2.8,-0.1,-1,-0.3
COc1ccc(CN2CCC(=O)N([C@H](CO)CC(C)C)CC2)cc1OC,-6,7,-2,-8,0.3,1.6,-5,0.2
Cc1noc(C)c1NC(=O)N[C@H]1CC[C@H](CC(=O)Nc2ccccc2)O[C@@H]1CO,-9,3,1,-1,-0.5,0.1,24,-0.2
O=C(Cn1cnc2c(nnn2-c2cccc(Cl)c2)c1=O)N1CCOCC1,-4,-3,-1,6,1.1,0.0,-13,0.1
CCSc1ccccc1-c1nc(-c2ccncc2)no1,-10,1,-2,-4,0.3,/,-3,0.0
Cc1cccc(C(=O)Nc2ccc(C(=O)Nc3ccc(O)cc3)cc2)c1,-15,-4,-3,10,2.1,-0.1,26,0.1
COCC(=O)N1CC(=O)N2[C@H](CO)[C@@H](c3ccc(C#CCc4ccccc4)cc3)[C@H]2C1,-17,3,4,/,4.3,-0.1,2,0.2
COc1ccc(NC(=O)CSc2n[nH]c(=O)n2C2CC2)cc1OC,1,5,-3,-3,-0.3,0.1,/,-0.1
Cc1ccc(C(CNC(=O)C(=O)Nc2ccc3c(c2)OCCO3)N2CCN(C)CC2)cc1 (configuration not stated),-2,-7,-5,6,-3.2,/,8,0.5
CN1CCN(C(=O)c2ccc(S(=O)(=O)Nc3ccccc3)cc2)CC1,-7,6,3,6,1.0,-2.3,14,0.0
CCCC#Cc1ccc([C@@H]2[C@H](CO)N3C(=O)CN(C(=O)c4ccccn4)C[C@@H]23)cc1,0,-6,0,/,2.0,1.2,23,0.2
CC1(C(=O)Nc2ccc(F)cc2F)CCN1C(=O)CCC1CCCC1 (configuration not stated),-8,-4,2,-27,2.9,-0.2,-18,0.0
CCOc1ccc(S(=O)(=O)NCCC(=O)OCC(=O)c2ccc(NC(C)=O)cc2)cc1,-14,-9,3,/,0.8,/,-4,0.3
COc1ccc(S(=O)(=O)N(C)c2ccc(C(=O)N3CCC(C(N)=O)CC3)cc2)cc1OC,-17,6,-2,3,-1.5,-0.3,17,0.0
C[C@H](CO)N1C[C@H](C)[C@H](CN(C)Cc2cccnc2)Oc2cc(C#CCN(C)C)ccc2S1(=O)=O,-10,-1,-3,-5,-4.0,0.1,13,-1.2
O=C1CC2(CCCCC2)Oc2ccc(Cl)cc21,1,16,/,4,0.9,0.4,-8,0.0
C[C@@H]1CCCCO[C@@H](CN(C)Cc2ccc(Cl)c(Cl)c2)[C@H](C)CN([C@@H](C)CO)C(=O)c2cc(NS(=O)(=O)c3cn(C)cn3)ccc2O1,-10,-6,-3,2,7.2,0.2,-9,-0.1
C[C@H]1CN([C@@H](C)CO)C(=O)c2cc(NC(=O)Nc3ccc(C(F)(F)F)cc3)ccc2O[C@H]1CN(C)C,19,9,1,1,-0.7,0.1,-3,-0.5
O=C(Cc1ccccc1)N1CC[C@@H]2[C@@H](CO)Nc3ccc(-c4ccccc4F)cc3[C@@H]21,16,1,-2,0,1.9,-0.2,3,0.0
COC(=O)CN1C(=O)COc2ccc(S(=O)(=O)NCc3ccc(Cl)cc3)cc21,-8,2,0,/,-4.0,/,-12,0.3
CC(C)NC(=O)N1CC2(C1)[C@H](c1ccccc1)[C@H](CO)N2Cc1cccnc1,1,-7,-1,/,0.1,-0.3,14,0.0
CC(C)NC(=O)Nc1ccc2c(c1)C(=O)N([C@@H](C)CO)C[C@@H](C)[C@@H](CN(C)C(=O)Nc1ccc(F)cc1)O2,/,/,/,/,0.1,-0.1,1,-0.3
CN(CCc1ccccc1)C(C(=O)Nc1ccc2c(c1)OCCO2)c1ccnc2ccccc12 (configuration not stated),-10,18,0,6,-2.7,-1.2,-7,/
Clc1ccc(CN2CCN(/N=C/c3ccco3)CC2)cc1,-7,4,-1,-5,-0.9,0.0,/,0.0
Cc1ccc(CSCCC(=O)NCCc2ccc(Cl)cc2)cc1,/,/,/,2,/,0.3,-16,0.2

Full records from above.
C[C@H]1CN([C@@H](C)CO)C(=O)c2cc(NC(=O)Nc3ccc(C(F)(F)F)cc3)ccc2O[C@H]1CN(C)C as listed: RAD52 anneal inh: 19; DENV2 CPE: 9; CASP6 VEID inh: 1; RAD54 inh: 1; F508del corr: -0.7; E-selectin induc: 0.1; INS-1E GSIS act: -3; Xi reactivation: -0.5
C[C@@H]1CCCCO[C@@H](CN(C)Cc2ccc(Cl)c(Cl)c2)[C@H](C)CN([C@@H](C)CO)C(=O)c2cc(NS(=O)(=O)c3cn(C)cn3)ccc2O1 as listed: RAD52 anneal inh: -10; DENV2 CPE: -6; CASP6 VEID inh: -3; RAD54 inh: 2; F508del corr: 7.2; E-selectin induc: 0.2; INS-1E GSIS act: -9; Xi reactivation: -0.1
CC(C)NC(=O)N1CC2(C1)[C@H](c1ccccc1)[C@H](CO)N2Cc1cccnc1 as listed: RAD52 anneal inh: 1; DENV2 CPE: -7; CASP6 VEID inh: -1; RAD54 inh: /; F508del corr: 0.1; E-selectin induc: -0.3; INS-1E GSIS act: 14; Xi reactivation: 0.0

The list goes on:
compound,RAD52 anneal inh,DENV2 CPE,CASP6 VEID inh,RAD54 inh,F508del corr,E-selectin induc,INS-1E GSIS act,Xi reactivation
O=C(CCCc1cccs1)Nc1ccc2c(c1)OCO2,-10,-3,0,/,-2.0,/,-8,-0.1
C[C@@H]1CN([C@H](C)CO)C(=O)c2cc(N(C)C)ccc2O[C@@H](C)CCCCO[C@@H]1CN(C)S(C)(=O)=O,-33,1,0,6,-2.2,0.7,7,-1.2
O=C(Nc1ccc(N2CCCC2=O)cc1)c1cncc(Br)c1,-6,7,0,0,-0.3,1.7,-1,0.2
COc1ccc(C(=O)c2c[nH]c(C(=O)N=CN(C)C)c2)cc1,-6,-6,-2,/,-1.8,/,23,0.5
CC1CCCN(C(=O)c2ccc(Br)c(S(=O)(=O)N3CCOCC3)c2)C1 (configuration not stated),-8,13,-3,12,-1.2,-1.0,7,-0.1
NC(=O)c1ncn([C@@H]2O[C@H](CNCc3ccc(-c4cc(C(F)(F)F)ccc4Cl)o3)[C@@H](O)[C@H]2O)n1,-17,-8,-4,-3,2.8,0.2,/,-0.1
C/C(=N\NC(=O)c1nnn(-c2nonc2N)c1CN1CCC(C)CC1)c1ccc(Br)cc1,72*,20,-2,0,0.2,3.7,1,0.3
COc1ccc(NC(=O)CSc2nc3ccccc3nc2N2CCCC2)cc1,-9,4,0,3,1.1,-0.4,3,0.0
N#Cc1[nH]nc2nc[nH]c(=O)c12,-13,7,3,/,0.1,0.1,19,0.0
CCN(CC(=O)NCc1ccc(Cl)cc1)C(=O)COc1ccc(Cl)cc1Br,-32,9,-1,/,0.6,/,-30,0.1
O=C(CCN1C(=O)C2C3CCC(C3)C2C1=O)Nc1ccc([N+](=O)[O-])cc1 (configuration not stated),-2,-2,0,/,-1.4,/,-2,0.5
COc1ccccc1CCNC(=O)Cn1c(=O)oc2ccccc21,-19,?,1,-1,0.3,0.3,7,0.0
O=C(CCc1ccccc1)NNc1cc(N2CCCCC2)nc(N2CCCCC2)n1,-3,3,7,-4,-6.4,/,-8,0.1
ClCCCc1cn(C[C@H]2CC[C@@H]([C@@H]3CC[C@H](Cn4cc(CCCCl)nn4)O3)O2)nn1,-13,22*,-31,-1,-1.4,0.0,-4,0.1
